# GalR3 antagonist – blocks the human galanin receptor 3 | O60755 | HEK293 GalR3-CNG cAMP membrane potential fluorescence; galR3 body fused to GalR1 C-terminus | inhibition, % at 3 µM | 360,000 tested, 0.44% active;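 active = inhibition above the screen-wide average plus 3 SD, cut at about 13% in these data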;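 note: forskolin and galanin both at EC90 stimulate the cells; cAMP rise reported by CNG channel membrane potential dye signal; 0% = forskolin plus galanin with DMSO and 100% = forskolin alone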
# OXTR ag – human OXTR agonism. P30559. CHO-OTR cells, Fluo-8 calcium fluorescence; normalized: DMSO 0%, oxytocin 100%. activation, % at 3 µM. 320,000 tested, 0.32% active. AID 2435;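 active = activation above the mean of all tested compounds plus 3 SD, cutoff set per screening run, cut at about 20% in these data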;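 note: peak over basal fluorescence ratio from a 100 s FLIPR kinetic read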
# Target sequence (P30559 whole entry, looked up): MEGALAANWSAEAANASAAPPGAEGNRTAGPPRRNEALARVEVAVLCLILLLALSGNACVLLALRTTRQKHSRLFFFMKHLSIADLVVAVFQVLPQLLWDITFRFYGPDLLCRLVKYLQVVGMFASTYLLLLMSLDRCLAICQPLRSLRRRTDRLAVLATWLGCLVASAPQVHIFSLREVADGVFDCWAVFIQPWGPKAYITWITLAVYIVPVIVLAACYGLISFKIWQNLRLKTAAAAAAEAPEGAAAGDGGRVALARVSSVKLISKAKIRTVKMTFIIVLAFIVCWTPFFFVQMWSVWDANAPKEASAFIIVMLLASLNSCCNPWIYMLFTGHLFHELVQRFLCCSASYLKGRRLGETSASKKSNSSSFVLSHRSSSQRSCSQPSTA
# MEKK2wt PB1 HTS – raises or lowers MEK5 binding to wildtype human MEKK2 PB1 domain | bead flow cytometry, Alexa488-MEK5 binding to MEKK2 WT; actives lie on both sides | binding response (% of control), % at 10 µM | AID 1531 | 290,000 tested, 1.1% active; in the data active = binding response below about 67% or above about 130%
# V1aR counter – activates human V1a receptor in oxytocin agonist counter-screen; P37288; CHO-V1R cells, Fluo-8 calcium fluorescence, agonist mode; 0% DMSO, 100% 3 nM vasopressin; activation, % at 3 µM; 320,000 tested, 0.25% active; AID 2797;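 active = activation above the mean activation of all tested compounds plus 3 SD, per screening run, cut at about 20% in these data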;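 note: signal is peak over basal fluorescence ratio across a 100 second FLIPR read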
# NALP1 inh – inhibitors of NALP1 inflammasome in yeast. inhibition, % at 10 µM. 280,000 tested, 0.61% active. S. cerevisiae NALP1/ASC/caspase-1 growth, X-gal OD620, 72 h; in the data active = inhibition mostly above about 24%, no sharp cut-off; inactive = mostly below about 32%; note: some compounds called inactive have numbers as strong as hits
# MEKK2mut PB1 HTS – signal of MEK5 binding to mutant human MEKK2 PB1 domain | percent response, % at 10 µM | 290,000 tested, 0.35% active | bead flow cytometry, Alexa488-MEK5 binding to MEKK2 mutant; in the data active = percent response above about 24%, passing the limit was not always enough; note: inactives centre near 1; some results filed as inactive read as strong as hits; reference of the scale not given here
# PHOSPHO1 inh – blocks human PHOSPHO1 phosphatase activity; 290,000 tested, 1.1% active; inhibition, % at 13.3 µM; Q8TCT1; recombinant PHOSPHO1, absorbance phosphatase assay; in the data active = inhibition above about 60%
# Target sequence (Q8TCT1 whole entry, looked up): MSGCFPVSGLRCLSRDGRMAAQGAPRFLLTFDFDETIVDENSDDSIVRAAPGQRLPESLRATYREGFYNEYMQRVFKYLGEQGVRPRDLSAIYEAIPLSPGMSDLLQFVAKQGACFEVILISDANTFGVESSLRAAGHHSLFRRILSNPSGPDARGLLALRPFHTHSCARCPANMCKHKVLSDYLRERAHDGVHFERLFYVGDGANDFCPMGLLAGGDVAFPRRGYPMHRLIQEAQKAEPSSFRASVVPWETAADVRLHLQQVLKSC
# MEKK3 PB1 HTS – raises or lowers MEK5 binding to the human MEKK3 PB1 domain. Q99759. bead-based flow cytometry, Alexa488-MEK5 binding to MEKK3; actives lie on both sides; 0 = blocked by unlabeled MEK5, 100 = vehicle. binding response (% of control), % at 10 µM. 290,000 tested, 1.4% active. AID 1529;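 active = binding response more than 3 SD above or below the average of its plate-row segment, actives on both sides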;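 note: Alexa488 bead fluorescence after subtracting the streptavidin-only scavenger bead signal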
# GPR7 antagonist – antagonists of human GPR7 (neuropeptides B/W receptor 1) | inhibition, % at 4.4 µM | GPR7-expressing cells, fluorescence antagonist assay | 290,000 tested, 1.1% active; in the data active = inhibition above about 16%, passing the limit was not always enough;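 note: cells stimulated with the agonist NPW; 0% = agonist with vehicle and 100% = vehicle without agonist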
# Target sequence (P48145 whole entry, looked up): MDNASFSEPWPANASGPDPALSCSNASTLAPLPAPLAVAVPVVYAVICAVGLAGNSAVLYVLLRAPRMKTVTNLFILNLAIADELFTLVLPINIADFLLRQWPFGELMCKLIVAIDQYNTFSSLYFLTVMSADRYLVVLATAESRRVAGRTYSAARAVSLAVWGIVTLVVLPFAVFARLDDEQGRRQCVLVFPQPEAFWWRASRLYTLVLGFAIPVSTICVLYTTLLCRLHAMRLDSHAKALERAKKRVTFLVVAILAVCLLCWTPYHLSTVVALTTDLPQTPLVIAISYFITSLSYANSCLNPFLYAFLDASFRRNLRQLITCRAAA
# * marks the source's active call; other numbers are inactive results; x = not tested or not shown; & = joins results of further samples; [ ] = dose if it differs, or a comment.
no.	SMILES	GalR3 antagonist	OXTR ag	MEKK2wt PB1 HTS	V1aR counter	NALP1 inh
1	CC(OC(=O)CNC(=O)C12CC3CC(CC(C3)C1)C2)C(=O)Nc1ccc(N2CCOCC2)cc1 (configuration not stated)	-6.2	-0.2	102.0	0.1	8.5
2	COC(=O)c1ccccc1NC(=O)c1cnn2cccnc12	-0.8	-1.2	98.0	0.3	23.3
3	O=C(Nc1cccc(F)c1)NC1(C(=O)N2CCOCC2)CCCCC1	-6.0	0.1	108.0	0.1	4.5
4	COc1ccc(C(=O)CSc2nc3ccc([N+](=O)[O-])cc3[nH]2)cc1	-5.7	0.7	122.0	5.8	7.2
5	N#CC(c1ccncc1)(c1ncc(C(F)(F)F)cc1Cl)N1CCOCC1 (configuration not stated)	2.8	-2.2	89.0	-1.2	8.4
6	O=C(Cn1nnc(-c2ccc(CN3CCOCC3)cc2)n1)NC1CCCCC1	-4.3	1.1	100.0	-0.4	-0.1
7	Cc1ccc2c(c1)NC(=O)C(CC(=O)NCCCN1CCCC1=O)O2 (configuration not stated)	-1.1	0.3	97.0	0.3	-12.1
8	O=C(NCCN1CCN(Cc2ccccc2Cl)CC1)Nc1ccccc1	-5.5	-0.8	111.0	1.1	28.5
9	CCCCNC(=O)Nc1nnc(-c2ccccc2)o1	-2.3	-1.3	106.0	-0.5	38.9
10	Cn1cnnc1SCC(=O)NNC(=O)c1ccc(Cl)cc1	-2.5	-1.4	96.0	0.6	23.8

no.	MEKK2mut PB1 HTS	PHOSPHO1 inh	MEKK3 PB1 HTS	GPR7 antagonist
1	2.0	-42.5	100.0	-11.2
2	-2.0	22.6	96.0	-1.9
3	0.0	11.9	104.0	-2.3
4	9.0	-1.4	98.0	5.2
5	-11.0	32.5	105.0	2.5
6	1.0	-42.5	99.0	-4.3
7	1.0	8.6	99.0	-7.3
8	4.0	24.2	101.0	2.6
9	-1.0	11.5	102.0	1.6
10	-3.0	9.5	97.0	-3.6

# 8 structures already listed, sorted by heavy-atom count, low to high:
no.	SMILES	GalR3 antagonist	OXTR ag	MEKK2wt PB1 HTS	V1aR counter	NALP1 inh
9	CCCCNC(=O)Nc1nnc(-c2ccccc2)o1	-2.3	-1.3	106.0	-0.5	38.9
10	Cn1cnnc1SCC(=O)NNC(=O)c1ccc(Cl)cc1	-2.5	-1.4	96.0	0.6	23.8
2	COC(=O)c1ccccc1NC(=O)c1cnn2cccnc12	-0.8	-1.2	98.0	0.3	23.3
4	COc1ccc(C(=O)CSc2nc3ccc([N+](=O)[O-])cc3[nH]2)cc1	-5.7	0.7	122.0	5.8	7.2
7	Cc1ccc2c(c1)NC(=O)C(CC(=O)NCCCN1CCCC1=O)O2 (configuration not stated)	-1.1	0.3	97.0	0.3	-12.1
5	N#CC(c1ccncc1)(c1ncc(C(F)(F)F)cc1Cl)N1CCOCC1 (configuration not stated)	2.8	-2.2	89.0	-1.2	8.4
6	O=C(Cn1nnc(-c2ccc(CN3CCOCC3)cc2)n1)NC1CCCCC1	-4.3	1.1	100.0	-0.4	-0.1
1	CC(OC(=O)CNC(=O)C12CC3CC(CC(C3)C1)C2)C(=O)Nc1ccc(N2CCOCC2)cc1 (configuration not stated)	-6.2	-0.2	102.0	0.1	8.5

no.	MEKK2mut PB1 HTS	PHOSPHO1 inh	MEKK3 PB1 HTS	GPR7 antagonist
9	-1.0	11.5	102.0	1.6
10	-3.0	9.5	97.0	-3.6
2	-2.0	22.6	96.0	-1.9
4	9.0	-1.4	98.0	5.2
7	1.0	8.6	99.0	-7.3
5	-11.0	32.5	105.0	2.5
6	1.0	-42.5	99.0	-4.3
1	2.0	-42.5	100.0	-11.2

# Going on with the list:
no.	SMILES	GalR3 antagonist	OXTR ag	MEKK2wt PB1 HTS	V1aR counter	NALP1 inh
11	CC1Cc2ccccc2N1C(=O)CN1C(=O)COc2ccccc21 (configuration not stated)	-2.4	1.9	99.0	0.3	-7.1
12	CCOc1ccc(C(CC(=O)O)NC(=O)c2ccco2)cc1 (configuration not stated)	-4.3	0.3	98.0	-0.4	1.3
13	O=C(NCc1ccc(F)cc1)c1cccc(S(=O)(=O)N2CCCC2)c1	-0.6	-0.6	93.0	0.8	4.4
14	Cc1nc2cc(C(=O)OCC(=O)Nc3cccc(Cl)c3)ccc2n1-c1ccccc1	-3.3	0.3	100.0	2.1	31.7
15	CCC(C)[C@H](N)c1nnc(SCc2cccc(F)c2)o1 (some centres not stated)	-6.1	0.2	95.0	1.0	-6.5
16	CCCCN(CCCC)CCCNC(=O)Cn1cc2c(n1)-c1c(oc(C(=O)N3CCCC3)c1C)CC2	-12.1	-0.4	101.0	0.3	5.4
17	O=C(CNC(=O)c1ccccc1)NCC(=O)OCc1ccccc1Cl	-3.2	-0.6	99.0	0.9	13.0
18	Cc1ccccc1-c1nc2ccccc2c(=O)n1/N=C/c1ccccc1[N+](=O)[O-]	-3.6	-2.7	98.0	-1.2	-7.1
19	CCOCc1nnc(NC(=O)CSCc2ccccc2)s1	-1.0	-1.8	98.0	-0.1	-5.3
20	COC(=O)c1cc(C(=O)CC(C)C)c[nH]1	-3.0	0.9	101.0	-0.4	21.2

no.	MEKK2mut PB1 HTS	PHOSPHO1 inh	MEKK3 PB1 HTS	GPR7 antagonist
11	0.0	28.4	96.0	-6.3
12	1.0	2.5	98.0	-4.1
13	11.0	29.7	101.0	-1.1
14	12.0	-4.5	96.0	-8.5
15	-2.0	7.5	96.0	7.0
16	2.0	6.9	98.0	-10.0
17	0.0	60.0*	103.0	-4.0
18	-5.0	6.8	103.0	-10.4
19	2.0	15.2	103.0	1.7
20	4.0	16.1	101.0	-8.6

# (cont.)
no.	SMILES	GalR3 antagonist	OXTR ag	MEKK2wt PB1 HTS	V1aR counter	NALP1 inh
21	CC1CCCC(NC(=O)COC(=O)Cc2c[nH]c3ccccc23)C1C (configuration not stated)	-1.1	-1.0	93.0	0.8	-3.0
22	O=C(COC(=O)CN1C(=O)C2CC=CCC2C1=O)Nc1cc(C(F)(F)F)ccc1N1CCOCC1 (configuration not stated)	-1.3	0.0	94.0	0.8	-10.5
23	O=C1N=C(N2CCN(c3ccccc3)CC2)S/C1=C\c1cn[nH]c1-c1ccccc1	0.6	-1.7	100.0	0.3	25.2
24	O=C(c1ccccc1NS(=O)(=O)c1cccs1)N1CCCC1	8.2	1.1	100.0	0.0	-0.1
25	O=c1c(Cc2c(F)cccc2Cl)c(O)ccn1CCc1ccccn1	-4.3	-0.1	103.0	-0.3	5.8
26	CC1(c2ccccc2)CC(C)(C)n2c(O)c(C3=NC(=S)NC3=O)c3cccc1c32 (configuration not stated)	-7.3	0.1	79.0	-0.5	x
27	Cc1c(Cl)sn(-c2ccc(Cl)cc2)c1=O	7.5	x	101.0	x	98.0*
28	CCN1CCN(C(c2cccs2)C(C)NC(=O)CC(C)C)CC1 (configuration not stated)	-5.8	0.5	97.0	0.3	-42.4
29	COc1ccc(C(=O)C[n+]2ccccc2C)cc1	-1.7	0.8	108.0	-0.6	15.7
30	CCOc1ccc(C(=O)OCC(=O)Nc2ccc(SC(F)F)cc2)cc1OCC	-4.1	3.2	96.0	3.2	22.6

no.	MEKK2mut PB1 HTS	PHOSPHO1 inh	MEKK3 PB1 HTS	GPR7 antagonist
21	-8.0	-14.0	101.0	-2.3
22	1.0	6.7	98.0	7.4
23	0.0	-13.8	105.0	-8.0
24	-2.0	12.6	102.0	-8.2
25	4.0	56.2	102.0	-13.1
26	1.0	44.6	91.0	-3.0
27	0.0	-20.5	102.0	24.8*
28	1.0	15.9	97.0	-3.5
29	1.0	-12.3	143.0*	2.6
30	-2.0	-4.0	92.0	-9.3

# (continued)
no.	SMILES	GalR3 antagonist	OXTR ag	MEKK2wt PB1 HTS	V1aR counter	NALP1 inh
31	CCS(=O)(=O)c1ccc2oc(SCC(=O)NC34CC5CC(CC(C5)C3)C4)nc2c1	-3.3	-1.9	96.0	0.3	15.7
32	OC(CNC1CCCCCC1)COc1cccc2ccccc12 (configuration not stated)	-14.3	19.9*	123.0	12.1	-13.4
33	COC1=CC(=Cc2c(N)n3nc(CC(=O)N4CCCCC4)sc3nc2=O)C=C(OC)C1=O	-0.2	12.8	70.0*[inhibitor]	5.0	14.4
34	CN(C)C(=O)CSc1nnc(C23CC4CC(CC(C4)C2)C3)o1	-5.2	1.2	101.0	2.4	-7.7
35	O=C(NCc1nc2ccccc2[nH]1)C1=C[C@@H](c2csc3ccccc23)C[C@@H](OCc2ccc(CO)cc2)O1	-5.1	0.4	113.0	1.2	-21.4
36	Cc1cccc(CSCCNC(=O)c2ccc(CN3CCOCC3)cc2)c1	-0.2	-0.2	99.0	0.8	30.0
37	COc1cc(OC)c(CNC2CCCCCC2)cc1Br	-5.2	0.9	93.0	1.8	23.8
38	CNC(=O)C(C)c1ncc(C(F)(F)F)cc1Cl (configuration not stated)	-4.2	0.8	100.0	1.6	15.1
39	COC(=O)c1ccccc1NC(=O)CN1CCC(C(=O)c2ccc3c(c2)OCCO3)CC1	-5.4	-0.1	102.0	0.8	5.8
40	COc1ccc(NC(=O)COC(=O)CCCOc2ccc(Cl)cc2Cl)cc1Cl	-5.7	-0.9	104.0	1.6	26.8

no.	MEKK2mut PB1 HTS	PHOSPHO1 inh	MEKK3 PB1 HTS	GPR7 antagonist
31	-6.0	3.9	96.0	-7.3
32	11.0	42.0	101.0	34.3
33	-14.0	-27.5	82.0*[inhibitor]	4.1
34	6.0	-27.1	103.0	-8.5
35	3.0	15.8	104.0	-7.0
36	-2.0	15.8	102.0	-4.4
37	-8.0	21.1	80.0	11.3
38	2.0	29.2	98.0	-7.2
39	7.0	1.0	101.0	-16.8
40	-1.0	8.7	107.0	4.3

# (continued)
no.	SMILES	GalR3 antagonist	OXTR ag	MEKK2wt PB1 HTS	V1aR counter	NALP1 inh
41	O=C(Nc1nccs1)C1C2CC3OC(=O)C1C3C2 (configuration not stated)	2.7	0.9	98.0	0.0	4.0
42	COc1ccc(-c2cnn(-c3ccccc3)c2N)cc1OC	-0.2	-0.1	109.0	0.8	6.8
43	CCS(=O)(=O)Nc1cccc(C2=NN(S(=O)(=O)CC)C(c3cccs3)C2)c1 (configuration not stated)	6.9	0.4	x	0.9	10.4
44	O=C(Nc1cc(S(=O)(=O)N2CCCCC2)ccc1O)c1ccccc1NS(=O)(=O)c1ccc(F)cc1	-5.6&-3.3	-2.3	100.0	-0.5	34.6
45	O=C(CCN1C(=O)c2cccc3cccc(c23)C1=O)NC1CCS(=O)(=O)C1 (configuration not stated)	-3.9	-0.1	95.0	0.5	x
46	O=[N+]([O-])c1ccc(C2Nc3cccc4cccc(c34)N2)cc1	-1.9	-0.5	104.0	0.7	29.6
47	CN(CCOC(=O)/C=C/c1ccccc1)C(C)(C)C	3.7	0.9	108.0	0.8	35.1
48	Cc1ccccc1OCC(=O)OCC(=O)Nc1ccc(S(N)(=O)=O)cc1	2.0	0.3	100.0	-0.2	-7.8
49	Cc1cc(C)c(C(=O)N2CCCC(N3CCN(c4ccc(F)cc4)CC3)C2)o1 (configuration not stated)	0.6	-1.8	98.0	1.7	-0.4

no.	MEKK2mut PB1 HTS	PHOSPHO1 inh	MEKK3 PB1 HTS	GPR7 antagonist
41	1.0	-14.1	98.0	-16.8
42	10.0	2.6	105.0	3.3
43	32.0*	38.2	17.0*[inhibitor]	-0.8
44	1.0	6.5	100.0	-6.4
45	0.0	41.6	93.0	-2.8
46	0.0	-5.2	119.0	3.5
47	-1.0	19.0	106.0	-3.7
48	5.0	-39.6	101.0	-5.3
49	5.0	52.7	99.0	-18.6
